# Efflux pump mplx = inhibitors of Candida antifungal efflux pumps expressed in yeast | actives 0.44% (n = 330,000) | S. cerevisiae Candida pump triplex, Nile Red efflux | inhibition, % at 10 µM;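 active = plate passing quality check with inhibition over a set limit, or well fluorescence over plate mean plus 4 SD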;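 note: Nile Red retained in pooled yeast measured as flow cytometry median fluorescence; 0% = buffer negative control and 100% = Enniatin B positive control; higher means more Nile Red kept so more efflux inhibition; some compounds called inactive have numbers as strong as hits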
# GASC-1 inh = inhibitors of human GASC-1 (JMJD2C) demethylase. Q9H3R0. GST-JMJD2C(1-420) H3K9me3 demethylation, DELFIA europium. inhibition, % at 2.35 µM. actives 0.069% (n = 330,000). AID 2099;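 active = more than half of a compound's replicate wells show inhibition beyond 50%, single wells judged on their own value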;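 note: signal counts dimethyl H3K9 product captured on neutravidin plate; 0% = median of DMSO wells and 100% = 0.3 times that DMSO median; strong numbers were not always called active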
# PP5 primary = inhibitors of human protein phosphatase 5 (PP5) | P53041 | inhibition, % at 6.7 µM | AID 1987 | purified PP5c, OMFP substrate fluorescence | actives 0.18% (n = 320,000);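 active = inhibition above the campaign's mean inhibition across all tested compounds plus 3 SD, cut at about 9.5% in these data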;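 note: 0% = DMSO only and 100% = 100 µM cantharidin control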
# Target sequence (P53041 whole entry, looked up): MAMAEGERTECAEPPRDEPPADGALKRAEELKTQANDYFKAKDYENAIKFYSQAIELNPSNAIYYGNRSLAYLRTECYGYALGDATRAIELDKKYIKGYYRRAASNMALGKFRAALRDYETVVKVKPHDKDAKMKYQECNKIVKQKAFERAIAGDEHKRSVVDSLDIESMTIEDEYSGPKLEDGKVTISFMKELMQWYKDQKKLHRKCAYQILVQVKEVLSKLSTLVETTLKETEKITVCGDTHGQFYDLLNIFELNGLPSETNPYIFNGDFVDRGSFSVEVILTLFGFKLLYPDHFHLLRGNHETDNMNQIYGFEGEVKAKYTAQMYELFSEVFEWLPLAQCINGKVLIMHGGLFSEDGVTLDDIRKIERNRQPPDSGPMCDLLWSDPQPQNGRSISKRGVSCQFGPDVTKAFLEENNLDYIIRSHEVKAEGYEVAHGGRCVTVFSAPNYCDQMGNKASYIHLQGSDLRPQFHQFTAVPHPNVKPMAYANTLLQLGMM
# LYPLA2 counter = blocks human lysophospholipase 2, a PME1 counter-screen; recombinant LYPLA2, FP-Rh probe fluorescence polarization; actives 0.38% (n = 320,000); O95372; inhibition, % at 5.9 µM; AID 2177;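 active = inhibition above the screen-wide mean plus 3 SD, limit set per campaign, cut at about 26% in these data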;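 note: 0% = LYPLA2 with DMSO and 100% = wells lacking LYPLA2 enzyme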
# Target sequence (O95372 whole entry, looked up): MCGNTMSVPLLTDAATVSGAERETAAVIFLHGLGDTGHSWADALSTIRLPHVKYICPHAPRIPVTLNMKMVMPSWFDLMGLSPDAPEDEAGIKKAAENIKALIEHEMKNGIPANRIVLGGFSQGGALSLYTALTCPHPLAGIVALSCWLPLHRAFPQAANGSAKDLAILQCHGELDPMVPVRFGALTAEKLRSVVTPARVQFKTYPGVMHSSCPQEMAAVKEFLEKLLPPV
# CTSL1 counter = blocks F. hepatica cathepsin L1 in PFM18AAP counter-screen; recombinant F. hepatica cathepsin L1, Z-Leu-Arg-MCA fluorescence; inhibition, % at 5.96 µM; actives 0.49% (n = 300,000); AID 1906;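 active = inhibition above the mean of all tested compounds plus 3 SD, set per screening campaign, cut at about 17% in these data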;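 note: 0% = plate median of test compound wells and 100% = 1 µM Z-Phe-Ala-diazomethylketone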
# TPT1 inh = blocks Candida albicans tRNA 2'-phosphotransferase | actives 0.81% (n = 300,000) | inhibition, % at 5 µM | recombinant caTPT1, FP RNA substrate dephosphorylation;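 active = inhibition above the mean of all tested compounds plus 3 SD, set per screening campaign, cut at about 24% in these data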;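 note: plate controls were DMSO alone for no effect and ferristatin control at 100 nM for full effect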
# core dimer inh = HCV core protein dimerization inhibition | TR-FRET GST/Flag-core106 dimerization, 1536-well | inhibition, % at 5 µM | actives 0.33% (n = 300,000) | AID 1899;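 active = inhibition above the mean of all tested compounds plus 3 SD, set per screening campaign, cut at about 45% in these data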
#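 Assay system: GST-tagged and Flag-tagged HCV core protein residues 1-106 / Times: compound-protein-antibody incubation 4 h at 22.5 °C / Signal: time-resolved FRET, ex 340 nm, em 617 and 671 nm / Evaluation: % inhibition based on acceptor/donor emission ratio / Benchmarks: wells lacking GST-core106 and wells with excess unlabelled core106 / Repeats: singlicate, one well per compound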
# PREPL inhibitor = inhibitors of human prolyl oligopeptidase-like enzyme PREPL. inhibition, % at 5.96 µM. recombinant PREPL, fluorescence polarization activity-based probe. Q4J6C6. AID 2751. actives 0.68% (n = 320,000); in the data active = inhibition above about 43%;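 note: 0% = enzyme with DMSO and 100% = wells lacking enzyme; many of its hits are not listed in these tables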
# PP1 counter = counter-screen for PP5 inhibitors: inhibitors of human PP1-alpha; P62136; purified PP1alpha, OMFP fluorescence; inhibition, % at 6.7 µM; actives 0.9% (n = 320,000);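 active = inhibition above the mean inhibition of all tested compounds plus 3 SD, computed separately for each screening campaign, cut at about 15% in these data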
# Target sequence (P62136 whole entry, looked up): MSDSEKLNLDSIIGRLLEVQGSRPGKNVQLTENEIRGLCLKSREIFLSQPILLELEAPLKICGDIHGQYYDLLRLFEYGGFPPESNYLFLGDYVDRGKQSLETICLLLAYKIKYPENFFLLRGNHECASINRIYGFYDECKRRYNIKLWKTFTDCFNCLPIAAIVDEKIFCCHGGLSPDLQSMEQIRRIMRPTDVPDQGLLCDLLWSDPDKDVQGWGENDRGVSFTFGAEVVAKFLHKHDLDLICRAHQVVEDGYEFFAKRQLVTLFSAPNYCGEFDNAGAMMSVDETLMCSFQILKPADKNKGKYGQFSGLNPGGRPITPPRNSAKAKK
# * = called active by the depositor; x = not tested or not shown; & = joins results of further samples.
SMILES,Efflux pump mplx,GASC-1 inh,PP5 primary,LYPLA2 counter,CTSL1 counter,TPT1 inh,core dimer inh,PREPL inhibitor,PP1 counter
COc1ccc(N2CCN(C(=O)c3ccc4c(c3)OCO4)CC2)cc1,0.0,16,3.2,7,-2,0,2,9,2
Cc1cc(C(F)(F)F)cc(NNC(=O)NC(=O)c2ccc(Cl)cc2)n1,1.3*,-3,2.8,-1,5,-2,1,2,-2
CC(=O)c1ccc(S(=O)(=O)Nc2ccccc2C(=O)NC2CC2)cc1,0.0,3,1.2,-2,x,x,x,3,0
CN(C(=O)c1cccc(Br)c1)C1CCS(=O)(=O)C1 (stereo not given),0.1,58,0.0,3,-1,-5,-2,-1,-2
CC(=O)C[C@H]1c2cc(C(F)(F)F)ccc2S(=O)(=O)N1C1CCCC1,-0.1,14,0.2,-1,-1,-1,-3,-6,-4
CC(=O)OCC(=O)[C@H]1CC[C@H]2[C@@H]3CCC4=CC(=O)CC[C@]4(C)[C@H]3CC[C@]12C,0.1,-11,-1.7,1,-20,0,12,0,-2
O=C(CSc1nc2ccccc2c(=O)n1CC1CCCO1)NCc1ccccc1 (stereo not given),0.2,36,1.1,-3,1,0,-5,-2,-3
Cc1ccc(CNC(=O)CC(C)S(=O)(=O)c2ccc3c(c2)NC(=O)CO3)cc1 (stereo not given),-0.2,13,0.3,7,3,-1,10,1,-6
C=CCNC(=O)C1CCC(=O)N1S(=O)(=O)c1ccc(C)cc1 (stereo not given),-0.1,5,-1.2,4,-2,-1,4,0,-2
NC1=NC(=O)CC(C(=O)NCc2ccccc2)S1 (stereo not given),0.0,-9,1.1,0,0,-4,-3,1,-1
COc1ccc(C(=O)CCC(=O)Nc2cccnc2)c(OC)c1,0.0,-5,2.6,-4,-2,1,-8,-10,6
COc1ccc(/C=N/N2CCOCC2)cc1Cn1nc(C)c([N+](=O)[O-])c1C,-0.1,-4,-0.2,-2,-2,0,4,3,-2
CC(C)(C)c1ccc(C(=O)OCCN2CCCCC2)cc1,-0.2,-2,2.3,-3,-4,-3,-2,0,-2
O=C(OCc1ccc(Br)cc1)c1cccnc1,0.1,-4,-5.1,2,0,0,9,5,-1
Cc1cc(C(F)(F)F)c(C#N)c(=O)[nH]1,-0.1,5,-2.0,-1,3,-8,-3,18,0
Cc1ccc(C(=O)NNS(=O)(=O)c2ccc(F)cc2)cc1,0.5,-6,2.5,1,-4,2,-10,4,-3
O=C(CSc1nccc(=O)[nH]1)NN(c1ccccc1)c1ccccc1,-0.1,0,1.1,1,-7,-3,11,0,-5
CCC(C)C(NC(=O)OC(C)(C)C)C(=O)NC(Cc1ccccc1)C(=O)OC (stereo not given),-0.1,1,3.1,6,-1,-1,-5,3,-1
O=C(CSc1nc2ccccc2c(=O)n1-c1ccc(OC(F)F)cc1)NCc1cccs1,0.0,-3,0.4,-2,1,0,4,-2,1
CCOc1ccccc1CN1C(=O)NC(C)(c2ccccc2)C1=O (stereo not given),-0.1,5,-0.3,-7,-1,-1,1,-4,0
CCCN1Cc2cccc(C(=O)N3CCN(c4ccc(F)cc4)CC3)c2C1=O,0.0,0,-2.4,-2,-4,-6,0,-48,-4
Cc1cc(C)cc(OCC(=O)N2Cc3ccccc3CC2C(=O)O)c1 (stereo not given),0.1,4,4.2,4,3,-2,-2,10,-2
Cc1ccnc(Nc2nc(-c3ccc(F)cc3)cs2)c1,0.0,-11,3.9,-8,2,2,-9,17,1
O=C(O)C1Cc2ccccc2CN1S(=O)(=O)c1ccc(Cl)cc1 (stereo not given),0.1,-10,2.3,-5,-1,1,7,2,1
CC/C(C)=C1\SC(N2CCOCC2)=NC1=O,-0.1,4,-1.0,-2,1,-4,-5,5,0
# Going on with the list.
SMILES,Efflux pump mplx,GASC-1 inh,PP5 primary,LYPLA2 counter,CTSL1 counter,TPT1 inh,core dimer inh,PREPL inhibitor,PP1 counter
CCn1c(-c2ccccc2Cl)nn(CC(=O)Nc2ccccc2OC)c1=S,0.1,-1,1.8,-11,-1,4,-2,-9,-5
Cc1cc(C(=O)CSc2nn3c(=O)c(C(C)(C)C)nnc3s2)c(C)n1C1CC1,0.0,-1,1.2,-1,3,0,13,4,6
N#Cc1ccc(C23CC4(C2)[C@H](CN(Cc2ccc(C(F)(F)F)cc2)[C@@H]4c2ccccc2)C3c2ccc(C(F)(F)F)cc2)cc1 (stereo not given in full),-0.1,12,-5.4,-5,12,-7,-4,-14,-8
CC1Sc2ccc(S(=O)(=O)N(C)Cc3ccccc3)cc2NC1=O (stereo not given),0.0,5,4.1,4,4,0,12,-7,5
COc1ccc(NC(=O)C2(c3ccc(NC(=O)c4ccc(C)cc4)cc3)CCCC2)cc1,-5.7,-14,2.2,5,-1,-1,10,2,-4
CC(Cc1cccs1)NC(=S)Nc1ccc(Cl)cc1 (stereo not given),-0.2,16,6.3,-2,7,0,-12,1,-4
O=C(NCC(c1cccs1)N1CCOCC1)c1cccc([N+](=O)[O-])c1 (stereo not given),-0.1,3,0.6,11,-2,2,-13,-1,-1
O=C(NNC(=O)c1cc2cc3ccccc3nc2s1)c1cccc(Cl)c1,0.0,13,-0.9,-2,2,3,58*,-3,11
N#CCOc1nc(N2CCCC2)nc(N2CCCC2)n1,0.0,5,-0.9,7,-4,-3,-2,1,0
CCc1cccc(CC)c1N1C(=O)c2cc(N3CCOCC3)c([N+](=O)[O-])cc2C1=O,-0.2,-9,1.2,14,7,0,3,6,-1
COc1ccccc1-n1cnnc1SCC(=O)N1CCN(S(=O)(=O)c2ccccc2)CC1,0.1,-10&14,1.2,3,-4,2,2,31,-1
N#Cc1c(-c2ccccc2)c(-c2ccccc2)nn(CC(=O)NNC(=O)Nc2ccccc2)c1=O,0.0,-10,2.9,-1,3,4,18,14,-1
CCOc1ccccc1NC(=S)Nc1ccc2cn[nH]c2c1,-0.1,32,1.9,1,0,-2,2,-1,-3
C/C(Cn1cnc([N+](=O)[O-])n1)=N\NC(=O)c1cccc(F)c1,-0.4,2,-1.0,11,4,0,-2,7,0
Cc1ccc2c(CSc3nncn3C)cc(=O)oc2c1C,0.1,11,-0.9,-6,0,0,-2,-2,-4
CC(C)(C)n1ncc2c(=O)n(Cc3cccc(Cl)c3)cnc21,0.0,-19,1.1,4,0,1,1,2,0
COc1ccccc1OCC(=O)Nc1cccc(-c2nnc(-c3ccco3)o2)c1,-0.5,3,4.5,0,-1,2,3,-29,2
CCOC(=O)C1=C(c2ccccc2)OC(N)=C(C#N)C1c1cccnc1 (stereo not given),0.0,-24,-0.2,-3,-14,0,0,-1,-2
Cc1ccc(-c2cc3c(N=O)c4ccccc4c-3n[nH]2)cc1,-0.1,7,-0.7,-44,4,-2,5,-6,-1
COc1cc2c(c(OC)c1OC)-c1c(cc3c(c1O)OCO3)C[C@@H](C)[C@@H](C)C2,-0.1,10,2.0,18,0,0,5,5,2
Cn1c(Sc2ccc(Cl)cc2)c(C=O)c2ccccc21,0.0,11,1.6,4,-1,2,18,17,1
Cc1nc(N2CCC(C)CC2)c2c(C)c(C(=O)Nc3cccc(C(F)(F)F)c3)sc2n1,0.3,1,4.2,-5,-1,-1,-9,1,-4
CCc1ccc(C(=O)NNC(=O)C2CC(=O)N(Cc3ccccc3)C2)cc1 (stereo not given),0.1,2,2.4,0,-2,1,5,12,-3
O=C(COC(=O)Cc1c(F)cccc1Cl)NC1CCS(=O)(=O)C1 (stereo not given),0.2,0,0.3,-3,-4,-1,-3,7,-6
COc1ccc([N+](=O)[O-])cc1NC(=O)C(C)c1ccccc1 (stereo not given),0.0,5,0.9,3,2,-3,1,-3,-3
# (cont.)
SMILES,Efflux pump mplx,GASC-1 inh,PP5 primary,LYPLA2 counter,CTSL1 counter,TPT1 inh,core dimer inh,PREPL inhibitor,PP1 counter
C=CCOc1ccc(CN(C)CC(=O)Nc2ccccc2[N+](=O)[O-])cc1,-0.1,6,0.3,3,5,3,3,8,-2
O=C(NCc1ccncc1)Nc1cccc(Cl)c1,-0.2,4,0.6,4,1,-5,-8,-11,1
COc1ccc(-c2cc(-c3nnc(COC(=O)c4ccncc4)o3)c3ccccc3n2)cc1OC,0.2,-3,1.6,-9,-9,-1,19,-8,2
O=C(c1cc2cc(F)ccc2[nH]1)N1CCC(Cc2ccccc2)CC1,0.0,23,0.2,-5,5,0,11,4,4
CN(C)CC/C=C1/c2ccccc2Sc2ccc(Cl)cc21,0.2&0.1,19,1.1&0.4,1&-4,-3&-3,-5&-1,-9&1,-22&-21,3&-3
NC(=O)Nc1ccc(Oc2ncc(C(F)(F)F)cc2Cl)cc1,-0.2,-4,1.4,4,-3,-3,-4,0,0
CCCCn1c(SCC(=O)Nc2cc(C)on2)nnc1-c1cccnc1,0.0,-2,1.6,3,0,6,-4,3,-3
CC(=O)c1sc(NC(=O)c2ccc(F)c(F)c2)nc1C,0.1,1,2.3,-5,4,1,0,-3,5
COc1cccc(NC(=O)NC2CC(=O)N(c3ccc4c(c3)OCCO4)C2)c1 (stereo not given),0.0,-7,-1.3,0,0,-3,-1,-6,0
COc1cccc(-c2nc3n(n2)C(c2ccccc2Cl)C(C(N)=O)=C(C)N3)c1 (stereo not given),-0.1,-6,2.8,0,0,0,-11,5,-3
COc1ccc(CCN=C(N)NS(=O)(=O)c2ccc(OC)cc2)cc1,-0.1,13,0.7,-3,0,-1,-2,-7,-3
Cc1cccc(C(C)C)c1NC(=O)c1cc2ccccc2o1,0.0,2,1.9,-2,-2,2,-2,2,-5
Clc1ccccc1CN1CCSCC1,-0.4,14,2.6,0,-1,-3,2,0,2
Fc1ccc(-c2nnc(-c3ccc(Cl)cc3Cl)o2)cc1,0.6,-2,0.3,-1,2,-2,3,4,-5
CCC1=Nc2cc(C(=O)NCCN3CCCC3)ccc2Sc2ccccc21,0.2,2,-0.5,-1,-1,1,-6,-9,0
CCOC(=O)c1cc(-c2ccccc2)nn1Cc1cc(C)no1,0.0,-9,4.2,1,-2,2,5,-9,3
COc1ccc(/C=C2/SC(=S)N(CCCC(=O)Nc3ccc(O)cc3)C2=O)cc1OC,-11,8,1.8,-11,7,19,-47,18,-4
CCOC(=O)C1CCCN(C2CC(=O)N(c3cccc(C(F)(F)F)c3)C2=O)C1 (stereo not given),0.0,-9,0.4,2,0,-4,-5,8,-2
CC(C)CNS(=O)(=O)c1ccc(S(=O)(=O)N2CCN(C3CCCC3)CC2)cc1,-0.1,1,-1.0,-6,3,1,12,-5,0
Cc1cc(N2CCCC2)n2nc(C)nc2n1,0.6,2,1.5,-3,1,-5,-10,5,1
COc1ccc(CC(=O)OCC(=O)Nc2ccc3c(c2)OCO3)cc1,0.4,23,-2.1,2,1,-4,4,4,-1
Nc1nc(SCC(=O)NCC2CCCO2)n[nH]1 (stereo not given),0.1,-5,-2.0,6,0,0,-6,-5,5
CC(=O)c1c(COC(=O)c2cccc(C)c2)nc2ccccc2[n+]1[O-],-0.1,-1,-1.4,0,1,0,2,21,-3

# 3 of the entries above in order of the core dimer inh value, high to low.
Compound	core dimer inh
O=C(c1cc2cc(F)ccc2[nH]1)N1CCC(Cc2ccccc2)CC1	11
Cc1cccc(C(C)C)c1NC(=O)c1cc2ccccc2o1	-2
O=C(NCc1ccncc1)Nc1cccc(Cl)c1	-8

# From PubChem

# Not all compounds are listed; count on the stated rates, not on these rows.
